High-throughput results from PubChem BioAssay.
CHO parental Ca = ATP-evoked calcium signal inhibitors, parental CHO, primary screen, counter-screen for OX1R antagonist project, cell-based, fluorescence, Fluo-8 calcium dye; inhibition, % at 5.6 µM; 330,000 tested, 0.63% active; parental CHO-K1, ATP-induced calcium, Fluo-8 fluorescence;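 active = inhibition above that plate's mean sample inhibition plus 3 SD, cut at about 26% in these data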;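 note: 0% = ATP-challenged DMSO wells and 100% = DMSO wells without ATP; some compounds past the cut are filed as inactive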
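Assay system: parental CHO cells; Read-out basis: percent inhibition of ATP-evoked calcium rise, normalized to controls; Benchmarks: ATP and no-ATP DMSO wells; Compound dosing: single nominal dose of 5.6 µM per compound; Signal: Fluo-8 calcium dye fluorescence; Also added: ATP as calcium-mobilizing challenge; Repeats: singlicate.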
CHO-K1 Ca ag = counter-screen for M1 agonists: effect in parental CHO-K1 cells. activation, % at 3 µM. Fluo-8 calcium fluorescence; scaled to maximal ATP response, vehicle zero. 360,000 tested, 0.48% active; in the data active = activation above about 15%;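 note: untransfected CHO-K1 host cells lacking M1 receptor as counterscreen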
M1 PAM = human M1 muscarinic receptor positive allosteric modulators, primary screen, CHO-K1 cells, Fluo-8 calcium fluorescence, 1536-well; CHO-K1 hM1, ACh EC20; 0% = ACh EC20, 100% = maximal ACh; 360,000 tested, 0.088% active; activation, % at 3 µM; in the data active = activation above about 19%, passing the limit was not always enough
CHRM4 agonist = human M4 muscarinic receptor agonists, primary screen, CHO-K1 cells, Fluo-8 calcium fluorescence. Muscarinic acetylcholine receptor M4 (Homo sapiens), P08173. CHO-K1 hM4/Gqi5; vehicle 0%, full acetylcholine response 100%. activation, % at 3 µM. 360,000 tested, 0.14% active. AID 624127, 2012;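 active = activation above the run mean over all test wells plus 3 SD, cut at about 32% in these data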;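 note: peak over basal fluorescence ratio per well then scaled between controls; 0% = DMSO wells and 100% = acetylcholine at EC100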
Target sequence (P08173 whole entry, looked up): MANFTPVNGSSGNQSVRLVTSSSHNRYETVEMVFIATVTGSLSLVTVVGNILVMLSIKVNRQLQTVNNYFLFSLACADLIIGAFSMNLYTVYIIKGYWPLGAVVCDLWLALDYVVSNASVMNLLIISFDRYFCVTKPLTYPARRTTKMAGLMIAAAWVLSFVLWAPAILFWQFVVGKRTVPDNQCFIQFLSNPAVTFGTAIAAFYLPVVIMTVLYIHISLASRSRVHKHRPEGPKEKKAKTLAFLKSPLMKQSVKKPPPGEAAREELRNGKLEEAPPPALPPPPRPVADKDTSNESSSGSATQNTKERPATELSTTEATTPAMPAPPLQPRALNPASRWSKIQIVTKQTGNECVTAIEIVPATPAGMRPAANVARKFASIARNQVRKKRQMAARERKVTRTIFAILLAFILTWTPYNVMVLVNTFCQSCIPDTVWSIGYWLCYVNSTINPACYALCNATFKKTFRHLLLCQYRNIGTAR
CHRM1 antagonist = human M1 muscarinic receptor antagonists, primary screen, CHO-K1 cells, Fluo-8 calcium fluorescence, 1536-well; CHO-K1 hM1, ACh EC80 antagonist; 360,000 tested, 1.3% active; inhibition, % at 3 µM; AID 588852, 2011;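 active = percent inhibition above its own plate's cutoff, namely the mean of that plate's compound wells plus 3 SD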;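 note: peak over basal fluorescence ratio during 140 s after agonist addition; 0% = ACh EC80 plus DMSO and 100% = DMSO alone without agonist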
CHRM4 antagonist = human M4 muscarinic receptor antagonists, primary screen, CHO cells, Fluo-8 calcium fluorescence; Muscarinic acetylcholine receptor M4 (Homo sapiens), P08173; CHO-hM4 cells, ACh EC80; inhibition, % at 3 µM; 360,000 tested, 0.73% active; AID 624125, 2012;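 active = inhibition above its plate's cutoff, the mean inhibition of sample wells plus 3 SD, cut at about 27% in these data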;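 note: 0% = acetylcholine EC80 with DMSO and 100% = DMSO without agonist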
CHO-K1 Ca antag = M1 antagonist counterscreen hit in parental CHO-K1 cells; ATP-induced calcium, Fluo-8 fluorescence; inhibition, % at 3 µM; 360,000 tested, 0.6% active; AID 602250;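 active = inhibition above a per-plate cutoff, the plate's mean sample inhibition plus 3 SD, cut at about 24% in these data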;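 note: 0% = DMSO plus EC80 ATP and 100% = DMSO alone without ATP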
CHRM1 agonist = human M1 muscarinic receptor agonists, primary screen, Fluo-8 calcium fluorescence, CHO-K1 cells, HTS; Muscarinic acetylcholine receptor M1 (Homo sapiens), P11229; CHO-K1 hM1, agonist mode; 0% DMSO, 100% acetylcholine EC100; activation, % at 3 µM; 360,000 tested, 0.33% active; AID 588814, 2011;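 active = activation above the run's mean compound activation plus 3 SD, cut at about 16% in these data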;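 note: peak over basal fluorescence ratio within a 140 s kinetic read after compound addition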
OXTR potentiator = human OXTR potentiators, primary screen, fluorescence, CHO-OTR cells, Fluo-8 calcium | AID 2445, 2010 | Oxytocin receptor (Homo sapiens), P30559 | Fluo-8 calcium fluorescence, potentiator mode; 0% = oxytocin EC15, 100% = EC100 | activation, % at 3 µM | 320,000 tested, 0.061% active;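 active = activation above that plate's cutoff, the mean activation of tested compounds plus 3 SD, cut at about 6.6% in these data, passing the limit was not always enough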;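 note: 100% uses oxytocin at 75 nM as the full agonist control; some results filed as inactive read as strong as hits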
Target sequence (P30559 whole entry, looked up): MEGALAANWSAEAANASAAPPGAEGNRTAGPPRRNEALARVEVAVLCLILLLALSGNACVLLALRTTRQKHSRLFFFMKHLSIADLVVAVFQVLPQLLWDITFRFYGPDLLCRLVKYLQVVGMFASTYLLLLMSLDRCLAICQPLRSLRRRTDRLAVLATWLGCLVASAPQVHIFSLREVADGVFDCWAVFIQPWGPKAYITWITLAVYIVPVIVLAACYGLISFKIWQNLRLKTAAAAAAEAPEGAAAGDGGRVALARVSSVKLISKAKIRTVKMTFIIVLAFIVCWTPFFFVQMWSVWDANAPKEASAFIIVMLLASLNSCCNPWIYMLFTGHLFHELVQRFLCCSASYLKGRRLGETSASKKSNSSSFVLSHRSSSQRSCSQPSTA
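Measured by – Fluo-8 calcium dye fluorescence · Test system – human OTR in CHO cells · Dosing – one concentration, 3.0 µM compound · Controls – EC15 oxytocin alone as 0%, 75 nM oxytocin as 100% · Evaluation – normalized max/min fluorescence ratio, % activation · Timing – 6 min pre-incubation, 100 s read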
Active calls of the source: *; · = no result given.

The line under a structure holds: CHRM4 antagonist, CHO parental Ca, OXTR potentiator, CHRM4 agonist, CHO-K1 Ca ag, CHRM1 agonist, M1 PAM, CHO-K1 Ca antag, CHRM1 antagonist
Cc1onc(-c2c(Cl)cccc2Cl)c1C(O)c1ccc(F)cc1 (stereo not given)
→ 4, -17, -9, 0, -0.1, -9, 5, -13, -11
COc1ccc(Cn2c(-c3ccc(OC)cc3)nc3ccccc32)cc1
→ 7, -16, -1, 0, 0.1, -1, 3, 4, -5
Nc1ccccc1C(=O)NNC(=O)C(=O)/C=C(\O)c1ccccc1
→ -6, -15, -7, 1, 1.2, -2, 7, -18, -5
CC(=O)c1cccc(NC(=O)CNC(=O)c2cc3ccccc3o2)c1
→ 7, -12, 0, 0, 0.2, -1, 10, -4, -6
CCOC(=O)CSc1nnc(CNc2nc(-c3ccccc3)cs2)n1C
→ 7, -12, -2, -1, -0.6, -6, 0, 14, 6
CCCCCNC(=O)CN(c1ccc2c(c1)OCO2)S(C)(=O)=O
→ 4, -16, -1, 1, 0.2, -4, 1, -5, -2
CC(C)(C)c1ccc(/C=C/C(=O)NC2CCS(=O)(=O)C2)cc1 (stereo not given)
→ -12, 6, 2, 2, 0.9, -1, 9, 0, -5
CCC1CCCCN1C(=O)CSc1nnc2nc(C)cc(C)n12 (stereo not given)
→ 7, -4, 1, 1, 0.5, -4, 1, -25, 0
O=C(C[n+]1cc(-c2ccc(F)cc2)n2c1CCC2)Nc1nc(-c2ccccc2)cs1
→ -5, -7, -2, 0, 2.5, -8, -4, -12, 2
CN1C(=O)c2ccccc2CC12c1ccccc1C(=O)N2C (stereo not given)
→ -3, ·, ·, 4, 9.8, 0, 3, 3, -10
COc1ccccc1OCC(=O)N1CCN(C(=O)COc2ccccc2OC)CC1
→ -6, -10, -3, 2, 0.6, -2, 5, -7, -9
COc1ccc(CN2C(CC(=O)Nc3cccnc3)c3ccc(C(F)(F)F)cc3S2(=O)=O)cc1 (stereo not given)
→ 9, -14, ·, 4, 1.5, -2, 0, -5, 11
COc1ccc(C(=O)N/N=C(\C)c2ccc(NC(=O)Cc3ccccc3)cc2)c(OC)c1
→ -5, -11, -8, 1, 0.3, -3, 2, -6, -5
COc1ccc(-c2cc3ccccc3oc2=O)cc1NC(=O)c1ccc([N+](=O)[O-])o1
→ -10, 3, -3, 0, 0.5, -6, -1, -20, -9
CC1CCN(c2nc3ccccc3n2CC(=O)c2ccccc2)CC1
→ 58*, -27, -6, 1, 0.2, -5, -23, 1, 67*
COCc1nn2c(N)c(-c3ccccc3)cnc2c1-c1ccccc1
→ -7, -17, -15, 1, 0.1, -2, 5, 5, -2
COc1ccc2ccccc2c1/C=N/N1C(=O)CSC1=S
→ 6, -13, -10, 3, 0.8, -4, 1, -10, 0
CCCN1CNC(=S)N(c2ccc(C)cc2C)C1
→ -9, -14, -5, 0, 0.1, -1, 11, 21, -7
CC1CC1c1ccc(/C=C(\C#N)C(=O)Nc2cccc(Cl)c2Cl)o1 (stereo not given)
→ -4, -25, -9, 1, 0.3, -4, 1, -3, -3
CCCCOc1c(C(=O)Nc2ccccc2)nnn1-c1ccccc1
→ -6, -49, -4, 1, 0.1, 2, -1, 8, 18
O=C(NCc1ccc(Cl)c(Cl)c1)C1CCCC1
→ 2, -12, -7, -1, 0.4, -4, 11, 3, -7
COc1cc(NC(=O)c2ccc(COCC(F)(F)F)cc2)cc(OC)c1OC
→ -7, -11, -7, 4, 0.4, 0, 5, 4, -4
O=C(Nc1ccccc1C(=O)N1CCCC1)c1ccc(Cl)c([N+](=O)[O-])c1
→ -24, -20, -6, 5, 2.0, -4, 2, -2, -5
Cc1ccc(C)c(-n2cc(CNCCCn3cccn3)c(-c3ccccc3)n2)c1
→ 6, -23, -4, 3, 3.4, -3, 0, -10, 1
CCS(=O)(=O)NCCc1cc2c(OC)ccc(OC)c2[nH]c1=O
→ 3, 5, 2, 0, 0.7, -4, 4, -10, -14
CNc1c(NS(=O)(=O)c2ccc(Cl)cc2)c(=O)oc2ccccc12
→ -11, -28, -1, 6, 3.1, 1, 12, -11, -17
Nc1ncnc2c1ncn2CCNCCc1ccccc1
→ -1, -22, -6, 0, 0.8, -6, 0, 10, -5
Cc1cnc(NS(=O)(=O)c2ccc(Cl)cc2)c(Br)c1
→ 8, -13, 3, 10, 4.0, -4, -7, -4, 14
COc1ccc(C(C)(O)c2nc(-c3ccc(C)c(C)c3)cs2)cc1 (stereo not given)
→ -1, ·, ·, 3, 0.0, -1, -2, -4, 6
Cc1nn(CCCC(=O)Nc2c(F)cc(F)cc2Br)c(C)c1[N+](=O)[O-]
→ -2, -1, -6, 1, 1.2, -3, 6, -15, -9

The line under a structure holds: CHRM4 antagonist, CHO parental Ca, OXTR potentiator, CHRM4 agonist, CHO-K1 Ca ag, CHRM1 agonist, M1 PAM, CHO-K1 Ca antag, CHRM1 antagonist
CCOC(=O)C1(C)/C(=N/Nc2ccccc2)C(=O)C(=O)N1c1ccccc1 (stereo not given)
→ -8, -15, -4, 1, -0.4, -4, 13, -18, -12
COc1ccccc1CN1CC(C(=O)NC2(c3ccccc3)CC2)CCC1=O (stereo not given)
→ -5, -14, -3, 1, 0.7, 0, 13, -8, -14
CC(=O)C1=C(C)NC(SCC(N)=O)=C(C#N)C1CC(C)C (stereo not given)
→ 2, -26, -11, 0, 0.8, -5, 17, -12, -10
CC(C)(C)NC(=O)c1ccc2c(c1)N(CC(=O)N1CCN(c3ccc(F)cc3)CC1)C(=O)C(C)(C)O2
→ -8, -1, -3, 0, 0.0, 0, 12, -3, -14
Cc1ccc(Cl)cc1NC(=O)CN1CCN(C(=O)C2CCCO2)CC1 (stereo not given)
→ -2, -9, -8, 1, 0.6, 0, -4, -5, 12
Cc1nc(NC(C)C)c2cnn(CCc3ccccc3)c2n1
→ -1, 2, -14, 2, 0.7, -2, 1, 1, 0
Cc1ccc(S(=O)(=O)N2CCC(C(=O)OCC(=O)N3C(C)CCCC3C)CC2)cc1C (stereo not given)
→ -6, ·, ·, 6, 1.8, -6, -2, -8, -11
OCC1(CCOc2ccccc2)CCN(Cc2ccc3c(c2)OCCO3)CC1
→ -13, -4, -6, 1, 1.2, -6, -2, -10, -5
O=C(COC(=O)c1ccc2c(c1)OCO2)Nc1nc(-c2ccccc2)cs1
→ 2, -6, -8, 0, 1.4, -7, 10, -8, 3
CCC(=O)Nc1ccc2oc(-c3cccc(C)c3)nc2c1
→ -5, -16, -9, 3, 1.0, 0, 5, -1, -31
CN(C)S(=O)(=O)c1cc(NC(=O)[C@H](Cc2ccccc2)N2C(=O)c3ccccc3C2=O)ccc1Cl
→ -7, -9, 1, 5, 1.8, -3, 2, 9, 13
Cc1ccc(C)c(N(CC(=O)NCCc2ccccc2)C(=O)CCC(=O)Nc2ccccn2)c1
→ -13, -17, -10, 6, 5.1, -3, 14, -19, -22
O=C1COc2ccc(C(=O)COC(=O)c3ccc(Cl)cc3[N+](=O)[O-])cc2N1
→ -10, -2, -11, 20, 4.6, 5, -1, 12, 1
Cc1cc(Cl)ccc1OCCCC(=O)N1CCN(C)CC1
→ -2, -14, -1, 3, 0.7, -6, 2, 10, -1
COc1ccc(OC)c(CCNC(=O)c2ccccc2NC(=O)C2=C(C)OCCS2)c1
→ -22, -20, -5, 14, 3.0, -5, 0, -13, -4
COc1ccc(CNC(=O)C2CCN(S(C)(=O)=O)CC2)cc1
→ -10, 11, -3, 2, 0.3, -7, 7, -9, -3
C=CCOc1ccc(/C=C/C(=O)OCC(=O)NCC2CCCCC2)cc1
→ -14, 22, -9, 4, 1.4, -1, 4, -2, -7
O=C1CC(N2CCN(c3ccccc3)CC2)C(=O)N1c1cccc(Cl)c1 (stereo not given)
→ 0, -9, -16, 1, 3.4, -3, 2, 2, -1
COc1ccc(CNC(=O)CN(Cc2ccc(OC)cc2)C(=O)c2csnn2)cc1
→ -2, -24, -10, 2, 1.4, -7, 12, -15, -1
COc1cc(NC(=O)Cn2c([N+](=O)[O-])cnc2C)c(OC)cc1Cl
→ -9, 2, -3, 1, -0.2, -4, 2, -4, -2
Cc1cc(-n2c(C)cc(C(=O)CN3C(=O)NC4(CCCC4)C3=O)c2C)no1
→ -16, -26, -6, 1, -0.3, 0, 8, -19, -33
CNC(=O)Nc1ccc2nc(C)sc2c1
→ 8, 6, 7, 1, 0.7, -5, 4, -1, -1
Cc1ccc(NC(=O)C(=O)NNC(=O)c2ccccc2C)cc1Cl
→ -1, 10, -10, 2, 3.0, -1, 0, -11, 6
O=c1ccn([C@@H]2O[C@H](CNS(=O)(=O)C3CC3)[C@@H](O)[C@H]2O)c(=O)[nH]1
→ -13, ·, ·, 1, 0.3, -1, 5, -11, -1
CN=C(NC#N)SCC(=O)c1ccc(Cl)cc1Cl
→ -2, -7, -5, 0, 1.4, 5, 12, -4, -10
N#Cc1nc(N)nc(N(c2ccccc2)c2ccccc2)n1
→ 4, 4, -6, 2, 1.2, 0, -1, 4, -18
NS(=O)(=O)c1ccc(CCNC(=O)c2cncc(Br)c2)cc1
→ 9, 5, -6, 0, 0.1, -4, 7, -1, -23
COC(=O)[C@H](C)NC(=O)NCc1ccccc1F
→ 4, 4, -16, 2, 0.9, -3, 10, -1, -1
NC(=O)NC(=O)COC(=O)CCCSc1nc2ccccc2s1
→ 1, -8, -3, 2, 4.2, -1, 3, -5, -2
O=C(CCN1C(=O)/C(=C/c2ccccc2Cl)SC1=S)NCCCN1CCOCC1
→ -2, -25, -13, 11, 3.9, -2, 2, -13, -2
O=C(OCc1ccccc1)N1CCCC2CC1c1ccccc12 (stereo not given)
→ -1, ·, ·, -1, 0.8, -4, -2, -12, -9
